NPC1 promoter act: activators of NPC1 promoter; AID 485313; Huh7 NPC1 promoter luciferase reporter, 24 h; Potency, µM (highest dose often 9.22 µM), without a hit: top-dose activation, most hits filed as activators; 320,000 tested, 2.4% active;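 further: potency means the concentration at half of the fitted maximal effect; % of control where 0% means no effect; nearly all actives have a fitted effect of over 60% in size; reporter is driven by a mutant NPC1 promoter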
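Luminescence from an NPC1 promoter-driven luciferase reporter in stably transfected Huh7 cells was measured after 24 h compound treatment at 37 °C, followed by 10 min ambient incubation with luciferase detection reagent.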
Rab9 prom act: Rab9 promoter activation; 320,000 tested, 2.8% active; Potency, µM (doses to about 9.22 µM), without a hit: at the top dose activation, negative = inhibition, hits mostly activators; Huh7 Rab9 promoter-luciferase reporter, luminescence, 24 h; AID 485297; further: potency means the concentration at half of the fitted maximal effect; % of control where 0% means no effect; nearly all actives have a fitted effect of over 60% in size
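Cells were plated at 1500 per well in reduced-serum medium with 10% FBS and left 2 h. Compound in DMSO was then added for 24 h at 37 °C. Reporter signal was read by luminescence after 10 min with luciferase detection reagent.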
ELG1 DNA repair: ELG1-dependent DNA repair inhibition | HEK293T ELG1-luciferase reporter, luminescence, 16 h; DNA damage induced by 5-fluorouridine | Potency, µM (doses to about 46.1 µM), for the others: at the highest dose activity change, negative = inhibition, actives largely listed as inhibitors | 330,000 tested, 2.3% active; further: potency means the concentration at half of the fitted maximal effect; on the % scale 0 is the no-effect control and ±100 the full control effect; nearly all actives have a fitted effect of over 55% in size
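Overnight (16 hr) co-exposure of 2,000 cells/well to 5-fluorouridine and compound at 37 °C preceded detection. Luciferase was quantified via ONE-Glo luminescence; loss of signal denotes inhibition.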
Gal4-VP16 FLuc: inhibits Gal4-VP16 luciferase reporter, ROR gamma counter-screen. 310,000 tested, 3.5% active. Potency, µM (series often up to 53.6 µM), inactives show top-dose activity, negative = inhibition, usual class: inhibitors. Drosophila S2 Gal4-VP16 UAS-luciferase, luminescence, 20 h;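 further: Gal4-VP16 expression switched on by copper sulfate through the metallothionein promoter; potency means the concentration at half of the fitted maximal effect; on the % scale 0 is the no-effect control and ±100 the full control effect; nearly all actives have a fitted effect of over 50% in size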
KCNH2 3.1 inh: KCNH2 3.1 (human) potassium channel inhibition; AID 720553; 340,000 tested, 0.95% active; activity change, % (tested at about 1.8 µM); U2OS KCNH2 3.1, thallium flux FluxOr; hits give low values;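 active means maximum activity change below -70%; inconclusive means maximum activity change from -70% to -50%; inactive means maximum activity change above -50%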;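 further: thallium influx rate constant from kinetic fluorescence after stimulation buffer; on the % scale 0 is the no-effect control and ±100 the full control effect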
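Virally transduced U2OS (3.1 isoform, 4 h infection in dark at RT) → overnight 37 C → FluxOr + Red40 in HBSS/HEPES, 45 min → stimulation buffer, 2 min kinetic read → rate constant vs DMSO controls.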
Mito fusion yeast: blocks mitochondrial division or promotes mitochondrial fusion; 320,000 tested, 0.23% active; S. cerevisiae fusion-defective mutant growth rescue, CellTiterGlo 48 h; Potency, µM (top dose mostly 46.1 µM), for inactives: top-dose growth rescue (activation), actives largely listed as activators;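 further: potency means the concentration at half of the fitted maximal effect; % of control where 0% means no effect; nearly all actives have a fitted effect of over 45% in size; temperature-sensitive fusion mutants such as fzo1-1 at 37 °C on non-fermentable ethanol glycerol medium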
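Compounds are tested for their ability to restore growth of mitochondrial fusion-defective yeast strains at non-permissive 37C in YPEG medium over 48 hours. Viability is quantified by luciferase luminescence.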
Menin MLL FP TR: displaces Texas Red mutant MLL peptide from human menin. O00255. Menin + Texas Red MLL mutant peptide, fluorescence polarization. Potency, µM (series often up to 61.6 µM), for the others: at the top dose FP activity change, negative = inhibition, usual class: inhibitors. 270,000 tested, 0.23% active. AID 1768; active means well fitted inhibition curve with a large enough effect in the polarisation, with a control signal flat, not every such curve was filed as active; inconclusive means small, poorly fitted or top-dose-only effect, or effect the other way, or a change in a side signal; inactive means no such curve, though single readings can be large or run the other way; the % refers to the polarisation; further: potency means the concentration at half of the fitted maximal effect; % of control where 0% means no effect; many of its hits are not listed in these tables
RORgamma inh: ROR gamma (mouse) transcription inhibition | P51450 | Drosophila S2 Gal4-RORgamma UAS-luciferase reporter, 20 h | Potency, µM (titrated, usually from 53.6 µM), without a hit: at the highest dose activity change, negative = inhibition, most hits filed as inhibitors | 310,000 tested, 5.4% active | AID 2551; further: potency means the concentration at half of the fitted maximal effect; on the % scale 0 is the no-effect control and ±100 the full control effect; nearly all actives have a fitted effect of over 60% in size
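Luciferase reporter read in Schneider cells carrying Gal4-RORγ (mouse) and UAS-Photinus luciferase; cells given compound 1 h before 700 uM copper sulfate induction, then incubated 20 h at ambient temperature.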
PKM2 act: PKM2 (human) enzyme activation. P14618. purified PKM2, Kinase-Glo ATP luminescence, activation; response scale: 0% is enzyme alone, no compound. Potency, µM (titrated, usually from 57.5 µM), for the others: top-dose activation, actives largely listed as activators. 260,000 tested, 0.34% active; further: potency means the concentration at half of the fitted maximal effect; on the % scale 0 is the no-effect control and ±100 the full control effect; nearly all actives have a fitted effect of over 55% in size
Target sequence (P14618 whole entry, looked up): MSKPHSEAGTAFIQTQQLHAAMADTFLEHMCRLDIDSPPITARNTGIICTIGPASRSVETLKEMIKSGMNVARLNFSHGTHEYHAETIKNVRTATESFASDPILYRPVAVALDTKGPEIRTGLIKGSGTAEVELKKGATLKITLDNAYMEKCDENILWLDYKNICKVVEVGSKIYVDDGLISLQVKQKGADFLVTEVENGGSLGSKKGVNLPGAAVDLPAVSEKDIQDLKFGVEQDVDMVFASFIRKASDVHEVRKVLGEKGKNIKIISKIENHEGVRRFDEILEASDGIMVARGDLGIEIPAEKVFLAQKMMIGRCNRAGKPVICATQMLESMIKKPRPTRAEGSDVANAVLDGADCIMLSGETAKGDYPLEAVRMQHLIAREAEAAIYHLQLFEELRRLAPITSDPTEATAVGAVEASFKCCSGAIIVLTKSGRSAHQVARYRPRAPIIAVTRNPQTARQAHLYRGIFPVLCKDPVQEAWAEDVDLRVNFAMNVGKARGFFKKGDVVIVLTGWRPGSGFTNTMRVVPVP
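ATP formation by purified human PK-M2, quantified via coupled luciferase luminescence after 1 h at room temperature with 0.1 mM ADP and 0.5 mM PEP final.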
FLuc counter: inhibits or activates purified firefly luciferase, miR-21 counter-screen; Potency, µM (doses to about 57.5 µM), for the others: at the top dose activity change, negative = inhibition, hits mostly inhibitors; AID 588342; purified FLuc, Km substrates, luminescence inhibition; 360,000 tested, 6.9% active;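 further: potency means the concentration at half of the fitted maximal effect; plate controls were vehicle for no effect and reference inhibitor for full effect; nearly all actives have a fitted effect of over 55% in size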
Target sequence (P08659 whole entry, looked up): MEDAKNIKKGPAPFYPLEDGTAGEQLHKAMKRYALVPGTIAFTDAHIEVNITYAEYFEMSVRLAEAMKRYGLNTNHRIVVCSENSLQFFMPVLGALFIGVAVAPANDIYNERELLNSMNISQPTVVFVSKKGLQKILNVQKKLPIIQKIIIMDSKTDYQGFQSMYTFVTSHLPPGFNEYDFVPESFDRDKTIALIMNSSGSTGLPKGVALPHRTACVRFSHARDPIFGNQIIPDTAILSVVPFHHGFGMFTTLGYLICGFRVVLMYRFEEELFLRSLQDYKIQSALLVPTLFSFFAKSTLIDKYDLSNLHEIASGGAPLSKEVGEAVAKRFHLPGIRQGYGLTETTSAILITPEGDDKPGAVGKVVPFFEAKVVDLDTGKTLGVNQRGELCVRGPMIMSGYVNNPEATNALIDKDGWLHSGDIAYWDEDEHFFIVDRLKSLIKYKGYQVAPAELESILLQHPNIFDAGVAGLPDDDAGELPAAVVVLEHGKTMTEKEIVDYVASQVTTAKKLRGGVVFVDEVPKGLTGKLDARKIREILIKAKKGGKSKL
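Purified P. pyralis luciferase (10nM final) with 10uM D-luciferin and 10uM ATP (Km levels) in 50mM Tris acetate pH 7.5, 10mM Mg acetate, 0.01% Tween-20, 0.05% BSA; qHTS 6-point titration, ~60 µM downward; luminescence read.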
MBNL1 CUG block: blocks human MBNL1 binding to CUG repeat RNA. Q9NR56. TR-FRET MBNL1-His/biotin-(CUG)12 binding, 665/545 ratio. Potency, µM (top dose mostly 57.5 µM), without a hit: at the highest dose activity change, negative = inhibition, actives largely listed as inhibitors. 280,000 tested, 0.036% active; active means well fitted inhibition curve with a large enough effect in the signal ratio, with a control signal flat, not every such curve was filed as active; inconclusive means small, poorly fitted or top-dose-only effect, or effect the other way, or a change in a side signal; inactive means no such curve, though single readings can be large or run the other way; the % refers to the signal ratio; further: potency means the concentration at half of the fitted maximal effect; on the % scale 0 is the no-effect control and ±100 the full control effect
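Ratiometric TR-FRET (665 over 545 nm, excitation 340 nm) tracks disruption of MBNL1-His/biotin-(CUG)12 complex after 60 min at room temperature, with compounds at 92 nM to 58 uM final.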
* marks the source's active call; other numbers are inactive results; ? = inconclusive; . = no result given; [ ] = another dose, or the depositor's remark. Unless noted, the call rests on the fitted dose curve; in most records, active means well fitted curve in the direction sought with a large enough effect; inconclusive means small, poorly fitted or top-dose-only effect, or another doubt; inactive means no such curve, though single readings can be large; an effect the other way counts as inactive or inconclusive.

SMILES	NPC1 promoter act	Rab9 prom act	ELG1 DNA repair	Gal4-VP16 FLuc	KCNH2 3.1 inh	Mito fusion yeast	Menin MLL FP TR	RORgamma inh	PKM2 act	FLuc counter	MBNL1 CUG block
CCOc1ccc(N2C(=O)CC(N3CCN(c4ccccc4F)CC3)C2=O)cc1 (stereo unspecified)	-2%	-4%	-1%	-2%	-20	-4%	0%	11%	-1%	1%	-11%
O=C(COc1ccc(F)cc1)NNC(=O)c1cc2ccccc2oc1=O	0%	1%	-14%	-14%	6	7%	?	2%	-4%	3%	?
O=C(N/N=C/c1cnc(N2CCCCC2)s1)c1ccc(C(F)(F)F)cc1	1%	-2%	-6%	3.5µM*	2	6%	?	2µM*	-8%	-2%	-4%
Cc1nc(N[C@@H](Cc2ccccc2)C(=O)O)c2oc3ccccc3c2n1	-4%	5%	5%	-8%	-1	-1%	?	11%	10%	-6%	-3%
COc1ccc(NS(=O)(=O)c2cc(NC(=O)c3ccc(F)cc3)ccc2OC)cc1	-1%	-7%	?	-13%	-13	-2%	0%	?	8%	3%	.
COc1ccccc1CN1CC(C(=O)N(C)CCOc2ccccc2)CCC1=O (stereo unspecified)	-1%	-1%	13%	-5%	-2	-23%	-7%	16%	.	-2%	-20%
O=C(NCc1ccco1)C1CCCN(S(=O)(=O)c2cccc3cccnc23)C1 (stereo unspecified)	6%	5%	0%	-6%	10	-1%	-7%[11.7 µM]	0%	11%	-2%	-6%
CC(C)Oc1ccc(C(=O)NC(Cc2c[nH]c3ccccc23)C(=O)NN)cc1 (stereo unspecified)	-3%	3%	0%	-12%	7	1%	.	11%	-1%	12µM*	-5%
COc1ccc(CC(=O)Nc2nc(C)cs2)cc1S(=O)(=O)N1CCOCC1	-5%	-3%	7%	.	-17	2%	.	.	.	.	.
Cc1cccc(NC(=O)c2cc(Cl)ccc2[N+](=O)[O-])c1	0%	0%	-4%	-1%	9	1%	-2%	8%	0%	4%	?
C=CCn1c(SCc2ccc3nonc3c2)nnc1-c1cccs1	0%	-2%	-3%	1%	0	2%	9%	32%	1%	-10%	?
O=C(O)c1ccc(Nc2nc(-c3ccccc3)nc3ccccc23)cc1	-4%	-9%	-11%	-7%	-16	19%	?	0%	.	21µM*	0%
NN/C(=C\[N+](=O)[O-])Nc1ccccc1	-4%	13%	?	-7%	.	3%	?	?	-6%	?	.
CCc1ccc2c(CC(=O)Nc3cccc(S(=O)(=O)N4CCOCC4)c3)coc2c1	3%	1%	-21%	.	1	0%	.	.	.	?	.
COC(=O)CCCC(=O)NC(C)c1cnn(-c2ccccc2C)c1C (stereo unspecified)	-1%	-4%	-3%	-6%	3	-1%	-1%	-1%	-2%	3%	-2%
CCOC(=O)CNC(=O)COc1coc(CN2CCN(c3ccccc3F)CC2)cc1=O	-2%	-5%	12%	5%	-14	-3%	.	-2%	.	2%	0%
COC(=O)CSc1nc2c(c(C3CC=CCC3)c1C#N)CCC2 (stereo unspecified)	-5%	-10%	2%	-1%	-2	17%	-15%	44%	0%	-1%	-10%
CCn1c2ccc(C)cc2c2nnc(SCCN3CCOCC3)nc21	-6%	0%	-16%	-5%	0	10%	-16%	-27%	-3%	1%	?
O=c1[nH]oc(O)c1-c1ncc(C(F)(F)F)cc1Cl	4%	6%	4%	1%	9	2%	6%	13%	13%	-13%	-4%
CSCCC(NC(=O)c1ccccc1Cl)C(=O)NCC1COc2ccccc2O1 (stereo unspecified)	1%	-1%	-6%	.	9	-9%	.	.	.	?	.

Quoted at random: 6 records from the list.
SMILES	NPC1 promoter act	Rab9 prom act	ELG1 DNA repair	Gal4-VP16 FLuc	KCNH2 3.1 inh	Mito fusion yeast	Menin MLL FP TR	RORgamma inh	PKM2 act	FLuc counter	MBNL1 CUG block
COc1ccc(CC(=O)Nc2nc(C)cs2)cc1S(=O)(=O)N1CCOCC1	-5%	-3%	7%	.	-17	2%	.	.	.	.	.
CCOc1ccc(N2C(=O)CC(N3CCN(c4ccccc4F)CC3)C2=O)cc1 (stereo unspecified)	-2%	-4%	-1%	-2%	-20	-4%	0%	11%	-1%	1%	-11%
NN/C(=C\[N+](=O)[O-])Nc1ccccc1	-4%	13%	?	-7%	.	3%	?	?	-6%	?	.
O=C(COc1ccc(F)cc1)NNC(=O)c1cc2ccccc2oc1=O	0%	1%	-14%	-14%	6	7%	?	2%	-4%	3%	?
Cc1nc(N[C@@H](Cc2ccccc2)C(=O)O)c2oc3ccccc3c2n1	-4%	5%	5%	-8%	-1	-1%	?	11%	10%	-6%	-3%
COC(=O)CSc1nc2c(c(C3CC=CCC3)c1C#N)CCC2 (stereo unspecified)	-5%	-10%	2%	-1%	-2	17%	-15%	44%	0%	-1%	-10%

(continued)
SMILES	NPC1 promoter act	Rab9 prom act	ELG1 DNA repair	Gal4-VP16 FLuc	KCNH2 3.1 inh	Mito fusion yeast	Menin MLL FP TR	RORgamma inh	PKM2 act	FLuc counter	MBNL1 CUG block
N=C1/C(=C/c2ccc(OCc3ccccc3F)cc2)C(=O)N=C2SC(CC(=O)N3CCOCC3)=NN12	0%	0%	?	18%	-20	0%	38%[activator]	5%	2%	-17%	1%
CCn1c(SCC(=O)N2CCCCCC2)nc2c([nH]c3ccccc32)c1=O	-6%	-1%	1%	-7%	.	-1%	.	-10%	.	4%	-1%
COC(=O)CC1COc2ccccc2N1C(=O)c1cccc(C(F)(F)F)c1 (stereo unspecified)	-5%	-1%	-23%	-6%	-5	3%	-18%	-11%	-5%	1%	1%
Cc1ccc(-n2ncc3c2CC(C)(C)CC3NC(=O)CCCN2CCCC2=O)cc1 (stereo unspecified)	0%	-1%	-5%	-4%	14	4%	.	-3%	.	1%	-2%
CCC(=O)Nc1cccc(NC(=S)NC(=O)c2ccccc2Cl)c1	?	3.5µM*	?	9%	8	3%	6%	7%	-1%	?	2%
COc1ccc(OC)c(NS(=O)(=O)c2ccc(NC(C)=O)cc2)c1	0%	-4%	-24%	-1%	-11	-3%	5%	12%	-4%	0%	-4%
CC(C)n1c(=O)[nH]c2ccccc21	-6%	-5%	14%	0%	6	6%	0%	-19%	-1%	0%	-2%
CC1CCCCC1NC(=O)C1CCC(CNS(=O)(=O)c2ccc(F)cc2)CC1 (stereo unspecified)	-5%	-10%	-2%	2%	12	5%	?	-19%	.	-1%	19%
COc1ccc([C@H]2CC(=O)C=C(c3ccc(F)cc3OCc3ccccc3)C2)cc1	0%	1%	?	.	.	9%	.	.	.	3%	.
CCn1c(SCC(=O)N2CCOCC2)nc2c([nH]c3ccccc32)c1=O	0%	7%	1%	-2%	20	2%	-4%	23%	2%	0%	-1%
Cc1c(N2C(=O)/C(=C\c3ccc(N(C)C)cc3)N(C)C2=S)c(=O)n(-c2ccccc2)n1C	-5%	2%	-15%	7%	6	0%	0%	?	-13%	?	?
COc1cccc(C(=O)NCC(=O)NCc2cc(=O)n(C)c(=O)n2C)c1OC	-4%	-4%	?	-6%	26	1%	-5%	-21%	3%	9%	7%
COc1ccc([N+](=O)[O-])cc1N(CC(=O)NCCSc1ccc(C)cc1)S(C)(=O)=O	0%	-12%	1%	-5%	18	3%	6%	11%	8%	-1%	12%
Cc1ccc(-c2noc(CNC(=O)c3ccoc3C)n2)cc1	2%	0%	3%	-16%	-5	-3%	11%	35%	-1%	5%	-1%
O=[N+]([O-])c1cc(CN2CCCC2)c2cccnc2c1O	-5%	8%	-1%	?	-2	-10%	-27%	?	1%	-1%	23%
COc1ccccc1CCN=C(N)NS(=O)(=O)c1cccs1	-2%	3%	-1%	8%	-17	-21%	7%	3%	-3%	-3%	0%
COc1cc(C2C(C#N)=C(C)NC(C)=C2C#N)cc(OC)c1OC	-2%	-5%	14%	-9%	7	4%	3%	-21%	-17%	-1%	-22%
CC(C)CCNC(=O)COC(=O)/C=C/c1ccc2ccccc2n1	1%	3%[1.84 µM]	0%	-6%[10 µM]	8	-4%	-6%	24%	5%	-10%	8%
NC(=O)CN1C(=O)NC2(CCOc3ccccc32)C1=O (stereo unspecified)	2%	0%	15%	-16%	4	-3%	-4%	-25%	-1%	0%	-9%

Screening results from PubChem BioAssay.

The list is partial, so the mix of outcomes need not match the whole.
